Bioassay records as filed in PubChem BioAssay.
CHT inh = human CHT choline transport inhibition | Q9GZV3 | CHT-expressing cells, membrane potential dye, choline response; active compounds read low | B-score at 10 µM | actives 0.86% (n = 310,000) | AID 488975;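 active means B-score over 3 SD under the library average, and starting fluorescence ratio not unusually high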;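 further: choline stimulus applied at its EC90 after an EC20 pre-addition; B-score computed on integrated fluorescence ratio after choline addition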
Target sequence (Q9GZV3 whole entry, looked up): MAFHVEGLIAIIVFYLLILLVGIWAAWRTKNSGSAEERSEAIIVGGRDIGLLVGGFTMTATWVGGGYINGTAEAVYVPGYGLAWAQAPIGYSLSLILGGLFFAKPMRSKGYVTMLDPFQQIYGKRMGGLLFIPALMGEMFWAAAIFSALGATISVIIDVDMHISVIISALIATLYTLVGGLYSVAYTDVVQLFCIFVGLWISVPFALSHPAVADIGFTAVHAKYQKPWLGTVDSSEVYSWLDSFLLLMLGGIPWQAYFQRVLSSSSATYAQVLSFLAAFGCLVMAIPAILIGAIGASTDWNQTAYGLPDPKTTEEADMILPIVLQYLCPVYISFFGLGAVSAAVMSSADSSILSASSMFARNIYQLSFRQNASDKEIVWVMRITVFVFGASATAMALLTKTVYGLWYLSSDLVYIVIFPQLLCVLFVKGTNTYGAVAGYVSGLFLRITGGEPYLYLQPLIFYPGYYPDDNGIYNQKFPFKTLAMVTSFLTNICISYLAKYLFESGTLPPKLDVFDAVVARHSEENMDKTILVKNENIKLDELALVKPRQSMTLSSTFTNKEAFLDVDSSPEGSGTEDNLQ
CHT allo act = human CHT allosteric activation; CHT-expressing cells, membrane potential dye, choline EC20; active compounds read high; LV-AA mutant CHT in HEK293 cells; B-score at 10 µM; actives 0.49% (n = 310,000); AID 488977;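 active means initial fluorescence not abnormally high and integrated response B-score, plate-corrected, over 3 SD above library mean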
* hit, by the source's call; i = inactive.

# | SMILES | CHT allo act | CHT inh
1 | Fc1cccc(Cl)c1CSc1nnc(-c2ccncc2)o1 | i | i
2 | CC(C)Cc1nnc(NC(=O)CCC(=O)N2CCN(c3ccc(F)cc3)CC2)s1 | i | i
3 | CC(C)CCN1C(=O)CCC1(C)C(=O)NC1CCCCCC1 (stereo not given) | i | i
4 | CSc1ccccc1NC(=O)Cn1c(-c2cscn2)nc2ccccc21 | i | i
5 | CCN(c1c(C)n(C)n(-c2ccccc2)c1=O)S(C)(=O)=O | i | i
6 | COc1ccc(C(=O)N/N=C(\C)c2ccccn2)cc1OC | i | i
7 | Cc1[nH]c(=O)[nH]c(=O)c1/C=C/C(=O)OCC(C)C | i | i
8 | Clc1cccc(CN2CCC(Cc3ccccc3)CC2)c1 | i | i
9 | COc1ccc(N(CCN2C(=O)c3ccccc3C2=O)C(=O)c2cccc([N+](=O)[O-])c2)cc1 | i | i
10 | COc1ccc(Cl)cc1S(=O)(=O)N1CCCC(C(=O)NCc2ccccc2)C1 (stereo not given) | i | i
11 | COc1ccccc1N1CCN(C(=O)COc2cc(C)ccc2C)CC1 | i | i
12 | CNS(=O)(=O)c1cccc(C(=O)OCC(=O)Nc2sc3c(c2C#N)CCCCC3)c1 | i | i
13 | COc1cc(NC(=O)c2nn(C)c3c2CS(=O)(=O)c2ccccc2-3)cc(OC)c1 | i | i
14 | COC(=O)c1ccc(Nc2nc3ccc(C)cc3n3cnnc23)cc1 | i | i
15 | O=C(COC(=O)c1nsc(Cl)c1Cl)NC1CCCCC1 | i | i
16 | CCc1ccccc1NC(=O)CSc1nc(-c2ccccc2)nn1C(=O)c1cccc([N+](=O)[O-])c1 | i | i
17 | CCc1ccc(NC(=O)Nn2cnnc2)cc1 | i | i
18 | Nc1nc(CCl)nc(N(c2ccccc2)c2ccccc2)n1 | i | i
19 | O=C(NC(=S)N1CCN(c2ccc([N+](=O)[O-])cc2)CC1)c1ccco1 | i | i
20 | COc1ccc(/C=N/NS(=O)(=O)c2ccc(F)cc2)cc1COc1cc(F)ccc1[N+](=O)[O-] | i | i
21 | O=C(COc1ccc(Cl)cc1Cl)Nc1cccnc1 | i | i
22 | Nn1c(SCc2cc([N+](=O)[O-])cc3c2OCOC3)nnc1-c1cccnc1 | i | i
23 | O=C(COC(=O)c1cc(=O)c2ccccc2o1)NC1CCCCC1 | i | i
24 | O=C(CN1C(=O)C2CC=CCC2C1=O)N1CCN(c2ccc([N+](=O)[O-])cc2)CC1 (stereo not given) | i | i
25 | Cc1ccc(N2C(=O)C(Cl)=C(NCCO)C2=O)c(C)c1 | i | i

A different layout for part of the listing above.
20. COc1ccc(/C=N/NS(=O)(=O)c2ccc(F)cc2)cc1COc1cc(F)ccc1[N+](=O)[O-]
  CHT allo act = i; CHT inh = i

24. O=C(CN1C(=O)C2CC=CCC2C1=O)N1CCN(c2ccc([N+](=O)[O-])cc2)CC1 (stereo not given)
  CHT allo act = i; CHT inh = i

18. Nc1nc(CCl)nc(N(c2ccccc2)c2ccccc2)n1
  CHT allo act = i; CHT inh = i

(cont.)
# | SMILES | CHT allo act | CHT inh
26 | CCc1nc(SCC(=O)N2c3ccccc3Sc3ccccc32)c2ccccc2n1 | i | i
27 | CCOC(=O)C1=C(C)NC(=O)NC1C1CC=CCC1 (stereo not given) | i | i
28 | CC(C)Cc1ccc(/C(=N/O)C(=O)O)s1 | i | i
29 | Cc1cccc(C)c1-n1c(SCC(=O)Nc2ccc(C(=O)O)cc2)nnc1-c1cccc(S(=O)(=O)N(C)C)c1 | i | i
30 | CCCCOc1ccc(-c2ncc(C(=O)O)c(C)n2)cc1 | i | i
31 | Cc1nc(NC(=O)c2ccccc2[N+](=O)[O-])sc1C(=O)N(C)C | i | i
32 | CCOC(=O)C(C(=O)N1CCOCC1)C1CCCCC1 (stereo not given) | i | i
33 | O=C(NC(=S)Nc1ccccc1)c1csnn1 | i | i
34 | N#C/C(=C(/O)CSc1n[nH]c(N)n1)c1nc2ccccc2[nH]1 | i | i
35 | COc1ccccc1N1CCN(C/C=C/c2ccc(N(C)C)cc2)CC1 | i | i
36 | CC(C)CN(CCOc1cccc(N2C(=O)C3=C(CCCC3)C2=O)c1)CC(C)C | i | i
37 | COc1cc2ncnc(NCc3ccc(F)cc3)c2cc1OC | i | i
38 | Cc1cccc(CNC(=O)Cn2ccc3cc(S(=O)(=O)N4CCCC4)ccc32)c1 | i | i
39 | CCOC(=O)N1CCN(C(=O)CSCC(=O)Nc2nc(-c3ccc(OC)cc3)cs2)CC1 | i | i
40 | O=C(Nc1cccnc1)c1cccc(NC(=O)c2ccco2)c1 | i | i
41 | CNc1c(NS(=O)(=O)c2ccc(OC)cc2)c(=O)oc2ccccc12 | i | i
42 | Cc1cc(C)cc(N(CC(=O)NCC2CCCO2)C(=O)CCC(=O)Nc2nccs2)c1 (stereo not given) | i | i
43 | CCCCCCOC(=O)Nc1ccc(S(=O)(=O)Nc2cccc([N+](=O)[O-])c2)cc1 | i | i
44 | COc1ccc(-c2nc3cccc(C)n3c2NCc2ccco2)cc1OC | 7.55* | i
45 | O=C(C[n+]1cc(Br)cc2ccccc21)c1ccc(Br)cc1 | i | -5.71*
46 | CC(=O)c1ccc(S(=O)(=O)Oc2ccc(-c3ccc(C(=O)O)cc3)cc2)cc1 | i | i
47 | COc1ccc2[nH]cc(C(=O)CN3CCCC(C)(C)C3)c2c1 | i | i
48 | O=C1/C(=C/c2ccccc2)CSc2sccc21 | i | i
49 | CCCCOC(=O)c1ccc(OC(=O)c2cccnc2)cc1 | i | i
50 | CC(=O)c1ccc(OCCCC(=O)NC2CCCCC2C)cc1 (stereo not given) | i | i

Entries of single compounds, quoted from the list:
CNS(=O)(=O)c1cccc(C(=O)OCC(=O)Nc2sc3c(c2C#N)CCCCC3)c1 as listed: CHT allo act: i; CHT inh: i
O=C(NC(=S)N1CCN(c2ccc([N+](=O)[O-])cc2)CC1)c1ccco1 as listed: CHT allo act: i; CHT inh: i
CC(C)Cc1ccc(/C(=N/O)C(=O)O)s1 as listed: CHT allo act: i; CHT inh: i

(listing goes on)
# | SMILES | CHT allo act | CHT inh
51 | CC(Oc1ccccc1Cl)c1nnc(N)s1 (stereo not given) | i | i
52 | CC1CCN(c2ncnc3ccccc23)CC1 | i | i
53 | CC(=O)N1CCN(c2ncnc3sc(-c4ccccc4)cc23)CC1 | i | i
54 | O=[N+]([O-])c1ccc(C[n+]2ccc(Cc3ccccc3)cc2)cc1 | i | i
55 | Cc1cccc(-c2oc3ccccc3c2C#CCCO)c1 | i | i
56 | CN(C)C(=O)N1CCC(C(=O)N2CCCC(C(=O)c3cccc4ccccc34)C2)CC1 (stereo not given) | i | i
57 | COc1ccc(OCC(=O)N/N=C/c2ccsc2)cc1 | i | i
58 | Clc1ccc(CSc2nnc(CNc3cccc(Cl)c3)o2)cc1 | i | i
59 | Cc1cccc(OCC(=O)Nc2ccc3c(c2)OCO3)c1C | i | i
60 | N#Cc1ccc(C(=O)NNC(=O)c2ccncc2)cc1 | i | i
61 | CCN(CC)S(=O)(=O)c1ccc(C(=O)N2CCN(C3=NS(=O)(=O)c4ccccc43)CC2)cc1 | i | i
62 | Cc1[nH]c2c(C)cccc2c1CN1CCC(CO)(Cc2ccccc2)CC1 | i | i
63 | COc1ccc(Nc2nc(C)cc(C)c2C#N)cc1OC | i | i
64 | COc1ccc(CCN2CCCC(CN(C)Cc3cc(Cl)c(O)c(OC)c3)C2)cc1 (stereo not given) | i | i
65 | CN(CC(=O)Nc1ccc(F)cc1Cl)Cc1cccs1 | i | i
66 | O=C(CSc1nc(-c2ccccc2F)nc2nc[nH]c12)Nc1c(Cl)cc(Cl)cc1Cl | i | i
67 | COC(=O)c1sc2ccccc2c1NC(=O)c1cccs1 | i | i
68 | CCOC(=O)/C(C#N)=C1\C(=O)N(Cc2ccccc2)c2ccccc21 | i | i
69 | O=C(Cc1ccccc1)Nc1ccc(C(=O)Nc2ccc(O)cc2)cc1 | i | i
70 | COc1ccc(NC(=O)CNC(=O)c2ccc([N+](=O)[O-])cc2)cc1 | i | i
71 | COCc1nnc(SCC(=O)NCc2ccccc2)n1-c1ccccc1 | i | i
72 | CCc1ccc(CN2CCC(Oc3ccc(C(=O)NCc4ccccn4)cc3)CC2)o1 | i | i
73 | CCOC(=O)C1=C(C)NC(=S)NC1c1ccc(OC(=O)c2ccco2)cc1 (stereo not given) | i | i
74 | CCCn1c(N)c(C(=O)CSc2nnc(-c3ccco3)n2Cc2ccccc2)c(=O)[nH]c1=O | i | i
75 | Cc1ccc(/C=N/NC(=O)COc2ccccc2-c2ccccc2)cc1 | i | i
76 | COc1ccc(CN2CCNC(=O)C2CC(=O)NC2CCCCCCC2)cc1OC (stereo not given) | i | i
77 | COc1ccc(C(=O)OCC(=O)Nc2sccc2C(N)=O)cc1OC | i | i
78 | Cc1ccc(C(=O)CSc2nnc(-c3snnc3C)n2C2CC2)cc1 | i | i
79 | Cc1cc(NC(=O)CSc2nccn2-c2ccc([N+](=O)[O-])cc2)no1 | i | i
80 | O=C(Oc1cccc(C(=O)N2CCOCC2)c1)c1ccc(Br)cc1 | i | i
81 | CC(=O)Nc1ccc(OCC(O)Cn2c3ccccc3c3ccccc32)c(C)c1 (stereo not given) | i | i
82 | Cc1ccc(-c2c(C(=O)N/N=C/C3CCCCC3)nnn2-c2nonc2N)cc1 | i | i
83 | CCOC(=O)C(=NCCCN(C)C)NNc1cc(C(F)(F)F)ccc1Cl | i | i
84 | CCOC(=O)C12CNC(=O)C(C(=O)OCC)(CNC1=O)C2 | i | i
85 | CC(C)(C)OC(=O)N[C@H](Cc1ccccc1)C(=O)N1CCC(C(=O)O)CC1 | i | i
86 | COc1ccc(Cl)cc1-c1nc(SCC(=O)NC2CC2)n[nH]1 | i | i
87 | Cc1cccc(C)c1NS(=O)(=O)c1ccc2c(c1)NC(=O)CO2 | i | i
88 | Cc1nnc(SCC(=O)Nc2cccc(Cl)c2)n1CC1CCCO1 (stereo not given) | i | i
89 | CCn1c(=O)n(CC)c2cc(S(=O)(=O)Nc3ccccc3C)c(C)cc21 | i | i
90 | CCOc1cc(/C=C/C(=O)O)ccc1OCCOc1ccc(F)cc1 | i | i
91 | O=C(COC(=O)c1cc(=O)[nH]c2ccccc12)c1ccc(Br)cc1 | i | i
92 | CCC(C(=O)NCCCN1CCN(CC)CC1)n1nc(C)n2c(cc3occc32)c1=O (stereo not given) | i | i
93 | CN(C(=O)C(Cl)Cl)C1CC2C=CC1C2 (stereo not given) | i | i
94 | COc1ccc(NC(=O)CSc2nnc(-c3ccccn3)n2Cc2ccco2)cc1OC | i | i
95 | CCOc1ccccc1/C=C(\C#N)C(=O)Nc1cccc(C(=O)O)c1 | i | i
96 | O=C(Nc1ccc(NC(=O)c2cc3ccccc3o2)cc1)c1ccc2c(c1)OCCO2 | i | i
97 | CN(CC(=O)NCc1cccnc1)S(=O)(=O)c1cc(Cl)ccc1Cl | i | i
98 | CCOC(=O)CSc1nnc2c3ccccc3n(C)c2n1 | i | i
99 | O=C(NCc1cccc(Cl)c1)c1ccc(N2CC3CC(C2)c2cccc(=O)n2C3)c(NC(=O)c2cccnc2)c1 (stereo not given) | i | i
100 | Nc1nc2ccc(OC(F)(F)F)cc2s1 | i | i

(next part)
# | SMILES | CHT allo act | CHT inh
101 | O=C(CCc1nc2ccccc2c(=O)[nH]1)OCC(=O)c1cccc(Cl)c1 | i | i
102 | O=C(c1cccc(C(=O)N2CCN(c3ccccc3F)CC2)n1)N1CCN(c2ccccc2F)CC1 | i | i
103 | C=CCN(CC=C)C(=S)NC(=O)c1ccc(-c2ccccc2)cc1 | i | i
104 | CCOc1ccc(C2c3c(oc4ccccc4c3=O)C(=O)N2c2ccc(C)cn2)cc1OC (stereo not given) | i | i
105 | Cc1cc(C)n(-c2nc(N(C)C)nc(N3CCOCC3)n2)n1 | i | i
106 | CCc1ccc(C(=O)c2cc3ccc(O)cc3oc2=O)cc1 | i | i
107 | COc1ccc(N2CCN(C(CNC(C)=O)c3ccco3)CC2)cc1 (stereo not given) | i | i
108 | CCOc1ccc(NC(=O)Nc2ccon2)cc1 | i | i
109 | CCN(c1cccc(C)c1)S(=O)(=O)c1ccc2c(c1)NC(=O)CCS2 | i | i
110 | COc1cccc(OC)c1C(=O)Nn1c(C2CCC2)nc2ccccc2c1=O | i | i
111 | CCN1C(=O)C(=O)N(CC(=O)c2[nH]c(C)c(C(C)=O)c2C)C1=O | i | i
112 | CC(=O)c1sc(N2CCOCC2)nc1-c1ccccc1 | i | i
113 | Cc1ccc(CNC(=O)[C@H](C)N2C(=O)N3CCc4c([nH]c5ccccc45)[C@@]3(C)C2=O)cc1 | i | i
114 | COc1cc2[nH]c3c(=O)n(CCN4CCCCC4)cnc3c2cc1OC | i | i
115 | COc1ccc([N+](=O)[O-])cc1NC(=S)NC(NC(=O)C(c1ccccc1)c1ccccc1)C(Cl)(Cl)Cl (stereo not given) | i | i
116 | N/C(COc1cccc(Cl)c1)=N\O | i | i
117 | O=[N+]([O-])c1ccc(Cl)cc1Sc1ccccn1 | i | i
118 | CC(C)(C)NC(=O)C(c1ccco1)N(Cc1ccc(F)cc1)C(=O)c1snc(C(N)=O)c1N (stereo not given) | i | i
119 | Cc1nc2cc3nc(C)sc3cc2s1 | i | i
120 | CSc1ccc(C2Nc3ccccc3-c3cc(C)nn32)cc1 (stereo not given) | i | i
121 | COc1ccc(C2CC(c3ccc(C)cc3)=NN2C(=O)c2ccccc2)cc1 (stereo not given) | i | i
122 | COc1cccc(C(=O)Nc2ccc(S(=O)(=O)NCc3ccco3)cc2)c1 | i | i
123 | Cc1ccc(NC(=S)NCCSc2ccc(Cl)cc2)cc1 | i | i
124 | CCn1nc(NC(=O)C(C)(C)C)c2cc3cccc(C)c3nc21 | i | i
125 | O=C(O)CCCCCNC(=O)/C(=C\c1ccco1)NC(=O)c1ccco1 | i | i
126 | CCCCn1c(N)c(N(CC)C(=O)CSc2nnnn2-c2cc(C)ccc2C)c(=O)[nH]c1=O | i | i
127 | Nc1ccc(C(=O)OCC(=O)NC2CC2)cc1[N+](=O)[O-] | i | i
128 | CCCSc1nc2cc(C)c(C)cc2n1CC(C)O (stereo not given) | i | i
129 | CC(=O)Nc1ccc(S(=O)(=O)NC2(C(F)(F)F)C(=O)Nc3c2c(=O)[nH]c(=O)n3Cc2ccccc2)cc1 (stereo not given) | i | i

Compounds as they come (roughly 1.5% active in at least one column).
